Bioassay records (PubChem BioAssay)
Lipid storage S3 = qHTS Assay for Lipid Storage Modulators in Drosophila S3 Cells; Drosophila S3 cells, BODIPY lipid droplet fluorescence, 18-24 h; cells fed with added oleic acid; Potency in µM for hits, for the others lipid storage change, negative = inhibition, % at the top dose, mostly 46.1 µM; 320,000 tested, 0.64% active; AID 2685; active = well fitted inhibition curve with a large enough effect in the signal ratio, with a control signal flat, not every such curve was filed as active; inconclusive = small, poorly fitted or top-dose-only effect, or effect the other way, or a change in a side signal; the % refers to the signal ratio
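Drosophila S3 cells loaded with oleic acid (400 uM, as added) and compounds at several concentrations; lipid droplets imaged by 488-nm laser-scanning cytometry, 500–530 nm intensity and object ratio to cell channel. Percent activity normalized to 20 uM Triacsin C.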
Lipid storage S3 cell count max = recorded beside Lipid storage S3, whose call it bears; cell number change, %; measured here: cell count max response;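 cells counted by Cell Tracker Red CMTPX staining in the red channel; peak over a dose series mostly up to 46.1 µM; percent activity relative to internal control wells on each plate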
An asterisk follows results filed as active; i = inactive; ? = inconclusive; · = not tested or not shown. % is set by controls: 0 for no effect and ±100 for the full control effect; potency is the fitted concentration of half-maximal effect. The list is partial; rates above refer to the full screens.

Each structure is followed by: Lipid storage S3 | Lipid storage S3 cell count max
#1 COc1ccc(C(=O)NC2CCN(C(=O)Nc3ccc(F)cc3)CC2)cc1
    ? | ·
#2 COc1ccc(C2=NS(=O)(=O)N(C)C(C(=O)N3CCCCC3C)=C2)cc1 (centres undefined)
    ? | ·
#3 O=C(/C=C/c1ccccc1Cl)NCc1ccccc1
    2% | -2
#4 COc1ccc(NC(=O)c2ccccc2NC(=O)c2cccs2)cc1
    0% | 9
#5 COc1ccccc1CCNC(=O)c1ccc(NC(=O)CC2SC(N3CCCCC3)=NC2=O)cc1 (centres undefined)
    ? | ·
#6 CCOC(=O)c1c(NC(=O)c2cc(C)oc2C)sc(C(=O)Nc2ccc(Cl)cc2)c1C
    -2% | ·
#7 Cc1c2n(c3ccccc13)CCN(C)C2
    15% | 10
#8 N#Cc1nc(-c2cccs2)oc1N1CCN(Cc2ccccc2)CC1
    ? | ·
#9 CN1CCCC1CCNc1ccc2oc3ccccc3c(=O)c2c1 (centres undefined)
    ? | ·
#10 CC(C)C[C@@H](CO)N1CCN(Cc2ccc([N+](=O)[O-])cc2)CCC1=O
    ? | ·
#11 CCN(Cc1ccncc1)C(=O)c1cc(COc2ccc(C)c(C)c2)on1
    ? | ·
#12 COCCNc1nc2c(c(=O)n(Cc3ccccc3F)c(=O)n2C)n1C
    7% | -1
#13 CC(=O)O/N=C/c1c(N2CCOCC2)n(C)c2ccccc12
    ? | ·
#14 CCN(CC)c1ccc(/C=N/NC(=S)NCc2ccccc2)cc1
    ? | ·
#15 CC(C)Cn1c(-c2cc([N+](=O)[O-])ccc2Cl)nc2c1c(=O)[nH]c(=O)n2Cc1ccccc1
    10% | 7
#16 CC(C)(C)OC(=O)N/N=C\c1cccnc1
    -8% | -16
#17 O=C(Nc1ccccc1)Nn1cnnc1
    -18% | -12
#18 NS(=O)(=O)c1ccc(CCNC(=O)CCCNC(=O)c2ccc(Cl)cc2)cc1
    ? | ·
#19 CCOC(=O)Cn1nc(-c2ccc(F)cc2)oc1=O
    ? | ·
#20 COC(=O)CN(C#N)c1nc(NCc2ccccc2)nc(OC)n1
    i | 18
#21 O=C(CSc1nncn1-c1ccccc1)Nc1ccc(N2CCOCC2)cc1
    ? | ·
#22 O=C1CC(O)(C(F)F)Oc2ccc3ccccc3c21 (centres undefined)
    ? | ·
#23 COC(=O)Nc1sc2c(c1C(=O)NCc1ccco1)CCC2
    ? | ·
#24 CC(OC(=O)c1ccc2noc(-c3ccccc3)c2c1)C(N)=O (centres undefined)
    ? | ·
#25 CC(=O)Nc1ccc(C(=O)OCC(=O)c2ccc(C)c([N+](=O)[O-])c2)cc1
    14% | 13
#26 COc1ccc(C(C(=O)NC2CCCCC2)N(Cc2cccs2)C(=O)Cc2c[nH]c3ccccc23)cc1 (centres undefined)
    ? | ·
#27 O=C(NCc1ccccc1)C1=C[C@H](c2coc3ccccc3c2=O)C[C@H](OCc2ccc(CO)cc2)O1
    ? | ·
#28 C/C(=N\NC(=O)C(c1ccncc1)N1CCOCC1)c1ccc(Br)cc1 (centres undefined)
    ? | ·
#29 CC1(c2ccccc2)NC(=O)N(CC(=O)NC(=O)NCc2ccco2)C1=O (centres undefined)
    7% | -9
#30 Cc1cc(C(=O)NNCc2ccccc2)no1
    ? | ·
#31 CC1(NC(=O)c2cccc(S(=O)(=O)N3CCN(c4ccc(F)cc4)CC3)c2)CCS(=O)(=O)C1 (centres undefined)
    5% | 9
#32 N#Cc1ccc(CSc2nc(N)cc(N)n2)cc1
    15% | 3
#33 COc1ccc(/C=C/C(=O)NC(=S)NN2CCCCC2c2cccnc2)cc1 (centres undefined)
    ? | ·
#34 O=C(NCc1ccc(F)cc1)c1cccc2c1C(=O)c1ccc(N3CCOCC3)cc1S2(=O)=O
    ? | ·
#35 CCCCNC(=O)N(O)C1N(/N=C/c2ccco2)C(=S)SC1(C)C (centres undefined)
    ? | ·
#36 N#C/C(=N\Nc1cc(Cl)cc(Cl)c1)c1nnc2n1CCCCC2
    ? | ·
#37 O=C(COC(=O)c1nc(Cl)ccc1Cl)NC1CCCCCC1
    i | ·
#38 COc1ccc(N(C(C)C(=O)NCCSCc2cccc(Cl)c2)S(C)(=O)=O)cc1 (centres undefined)
    ? | ·
#39 CCOC(=O)c1nc(N/N=C/c2ccccc2)sc1Br
    ? | ·
#40 CCOC(=O)C1=C(c2ccccc2)NC(=O)NC1c1cc(OC)c(O)c([N+](=O)[O-])c1 (centres undefined)
    ? | ·
#41 CCCCOc1ccc(C(=O)OC(C)CN(C)C)cc1 (centres undefined)
    17% | -14
#42 O=c1oc2ccccc2n1CSc1nc2ccccc2s1
    13% | -21
#43 COC(=O)Cc1c(C)nc2nc(-c3ccc(C)cc3)[nH]n2c1=O
    ? | ·
#44 C/C(=N\Nc1ccc(C#N)cc1[N+](=O)[O-])c1ccc(O)cc1
    0% | 4
#45 CCOc1ccc(Br)cc1C(=O)N/N=C/c1c[nH]c2ccccc12
    13% | 6
#46 CC(NC(=O)CN1CCN(c2ccc(Cl)cc2)CC1)c1ccccc1 (centres undefined)
    -4% | -2
#47 Cc1cccc(NC(NC(=O)c2cccnc2)C(Cl)(Cl)Cl)c1 (centres undefined)
    -14% | -7
#48 CCc1ccc2nc3sc(C(=O)O)cc3cc2c1
    -30% | ·
#49 CSCCC1NC2(C(=O)Nc3c2ccc(Cl)c3C)[C@@H]2C(=O)N(C3CCCC3)C(=O)[C@H]12 (some centres undefined)
    i | 10
#50 Cc1cccc(NC(=O)c2cc3c(s2)-c2c(C)cccc2OC3)n1
    ? | ·
#51 Cc1c(O)ccc(C(=O)COc2ccccc2F)c1O
    26% | -16
#52 COc1ccc(CCNC(=O)c2ccc(N(C)S(=O)(=O)c3ccc(C)cc3)cc2)cc1
    ? | ·
#53 CCOc1ccc(C(=O)N(Cc2ccccc2)c2cccc(C)c2)cc1OC
    ? | ·
#54 CC(=O)C1=C(O)C(=O)N(Cc2ccccc2)C1c1ccc(Cl)cc1 (centres undefined)
    i | ·
#55 C=CCn1c(=O)c(C(=O)Nc2ccccc2S(N)(=O)=O)c(O)c2ccccc21
    i | 1
#56 CCOC(=O)c1c2c3c(c(Cl)ccc3[nH]c1=O)C(=O)c1ccccc1-2
    -3% | 10
#57 COc1ccccc1N(CN1C(=O)c2ccccc2C1=O)C(=O)c1cccnc1
    ? | ·
#58 COCCNC(=O)CN(C(=O)Cn1nnc2ccccc21)c1ccc(F)c(Cl)c1
    i | 5
#59 Cc1c(O)ccc2c(CN3CCN(CCO)CC3)cc(=O)oc12
    7% | 7
#60 COCCN1C(=O)C(=O)/C(=C(/O)c2ccc(S(=O)(=O)N3CCOCC3)cc2)C1c1ccc(O)cc1 (centres undefined)
    ? | ·

Later entries.
Each structure is followed by: Lipid storage S3 | Lipid storage S3 cell count max
#61 O=C(COc1ccc(Cl)cc1[N+](=O)[O-])N1CCCCCC1
    -8% | -15
#62 CCCCCCSc1cccc(-c2nc3ccc(C)cn3c2NCc2ccccc2)c1
    ? | ·
#63 Cc1cccc(NC(=O)CSc2nc(=O)n(CCN3CCOCC3)c3c2CCCC3)c1C
    22% | ·
#64 CNC(=O)Cn1c(C)cc(=O)c2cccc(C)c21
    11% | 13
#65 Cc1ccc(-n2[nH]c(C)c(/C=C3/C=Nc4ccccc43)c2=O)cc1C
    ? | ·
#66 CCCC(C)NC1=NCCCCC1 (centres undefined)
    3% | 12
#67 COc1ccc(C(=O)N/C(=C\c2ccco2)C(=O)NC2CCS(=O)(=O)C2)cc1 (centres undefined)
    -8% | -8
#68 Cc1cc(NC(=O)C(C)SCC(=O)N(C)CC(=O)Nc2ccc(Br)cc2C)no1 (centres undefined)
    ? | ·
#69 O=S(=O)(NCc1ccco1)c1ccc2ccccc2c1
    ? | ·
#70 O=C(c1ccccc1[N+](=O)[O-])N1CCC(Cc2ccccc2)CC1
    2% | -2
#71 COc1ccc(CNC(=O)CCCCCn2c(SCC#N)nc3cc4c(cc3c2=O)OCO4)cc1
    ? | ·
#72 O=C(COC(=O)/C=C/c1ccccc1)NCC1CCCO1 (centres undefined)
    ? | ·
#73 CC(C)Cc1nc(SCC(=O)N2CC(C)OC(C)C2)c2c(=O)n(C)c(=O)n(C)c2n1 (centres undefined)
    i | -14
#74 COc1ccc(OCCSc2ncn[nH]2)cc1
    4% | -15
#75 c1ccc2sc(N3CN(CCN4CCOCC4)CN(c4nc5ccccc5s4)C3)nc2c1
    ? | ·
#76 Cc1ccc(C(=O)NCCc2cc3ccc(C)c(C)c3[nH]c2=O)cc1[N+](=O)[O-]
    ? | ·
#77 Nc1nc(N2CCOCC2)cc(=O)[nH]1
    0% | -7
#78 CCc1cc2c(=O)n(CC(=O)NC3CCCCC3)cnc2s1
    i | -17
#79 CCOC(=O)CSc1nnc(CNc2cccc(Cl)c2)n1-c1ccccc1
    ? | ·
#80 Cc1ccc(NC(=O)Cn2nnc(C(=O)Nc3ccc(C)c(C)c3)c2N)cc1
    ? | ·
#81 CCOC(=O)C(C)Sc1nc2c(c(=O)[nH]c(=O)n2C)n1CCc1ccccc1 (centres undefined)
    ? | ·
#82 CCOC(=O)Cc1cc(=O)n2[nH]c(C)c(-c3ccc(OC)cc3)c2n1
    ? | ·
#83 COc1ccc(NC(=O)CN(c2ccccc2)S(=O)(=O)N(C)C)cc1Cl
    17% | 8
#84 CC(OC(=O)CCN=C1NS(=O)(=O)c2ccccc21)C(=O)Nc1ccc(F)cc1Cl (centres undefined)
    14% | 18
#85 C=CCOc1ccccc1CNCCc1ccc(S(N)(=O)=O)cc1
    -2% | 10
#86 O=C(NCc1ccco1)C(c1ccccc1F)N(CC1CCCO1)C(=O)Cn1nnc2ccccc21 (centres undefined)
    ? | ·
#87 Cc1ccccc1N(CC(=O)NC1CCCCC1)C(=O)CCC(=O)Nc1nccs1
    ? | ·
#88 CCCc1cc(C(=O)NC(C)C2CCCO2)cs1 (centres undefined)
    ? | ·
#89 COC(=O)c1cc(C(=O)OC)cc(N2C(=O)CC(N3CCN(c4ccccc4)CC3)C2=O)c1 (centres undefined)
    ? | ·
#90 CSc1ncc(Cl)c(C(=O)Nc2ccccc2C)n1
    17% | 18

Single records, as listed above:
COc1ccc(OCCSc2ncn[nH]2)cc1 is listed as Lipid storage S3 = 4%; Lipid storage S3 cell count max = -15
Cc1cc(NC(=O)C(C)SCC(=O)N(C)CC(=O)Nc2ccc(Br)cc2C)no1 (centres undefined) is listed as Lipid storage S3 = ?; Lipid storage S3 cell count max = ·

(cont.)
Each structure is followed by: Lipid storage S3 | Lipid storage S3 cell count max
#91 O=C(N/N=C/c1ccc(OC(=O)c2ccc3c(c2)OCO3)cc1)c1cncc(Br)c1
    0% | -8
#92 COc1ccccc1CNc1cncnc1
    -10% | 7
#93 COCCN(C)Cc1cn(-c2ccc(F)cc2F)nc1-c1ccccc1C
    ? | ·
#94 Cc1nn(-c2ccc(F)cc2)c2sc(C(=O)OC3CCOC3=O)cc12 (centres undefined)
    ? | ·
#95 O=C(c1ccc(F)cc1)C1CCN(C(=S)Nc2ccccc2Cl)CC1
    3% | 1
#96 CON(c1nc(N(C)C)nc(N(C)C)n1)S(=O)(=O)c1ccccc1Cl
    14% | -26
#97 CSc1ncccc1C(=O)Nc1cccc(C)n1
    ? | ·
#98 COCCN1C(=O)C(O)=C(C(C)=O)C1c1ccc(OC)c(OC)c1 (centres undefined)
    ? | ·
#99 COCC(=O)N1CCC(Oc2ccc(C(=O)N(C)Cc3nccs3)cc2)CC1
    ? | ·
#100 CC(=O)c1ccc(Oc2cc(-c3ccccc3)nc(-c3ccccc3)n2)cc1
    ? | ·
#101 CC1Cc2ccccc2N1CC(=O)NC(=O)NCc1ccco1 (centres undefined)
    ? | ·
#102 CC(NC(=O)C(C)N1CCN(S(=O)(=O)c2ccccc2)CC1)c1ccccc1 (centres undefined)
    ? | ·
#103 N#C/C(=C\C=C\c1ccccc1)C(=O)NCc1ccco1
    ? | ·
#104 Cc1ccc(C(=O)c2cc([N+](=O)[O-])ccc2N2CCN(C)CC2)cc1
    7% | ·
#105 Cc1c(NC(=O)c2ccc3c(c2)OCO3)cccc1-c1nc2ncccc2o1
    ? | ·
#106 COc1cc(-c2noc(C)c2-c2ccc3[nH]ccc3c2)cc(OC)c1OC
    ? | ·
#107 CCOC(=O)c1ccc(NC(=O)c2cc(S(=O)(=O)N3CCOCC3)ccc2O)cc1
    i | -20
#108 Cc1cccc(NC(=O)C2COc3ccccc3O2)n1 (centres undefined)
    11% | 1
#109 Cc1cc(=O)oc2cc(OC(C)C(=O)Nc3ccc(N4CCCCC4)cc3)ccc12 (centres undefined)
    ? | ·
#110 O=c1nc2n(Cc3ccccc3)c3ccccc3cc-2c(=O)[nH]1
    9% | ·
#111 O=C(N/C(=C\c1ccc(F)cc1)C(=O)N1CCOCC1)c1ccccc1
    i | 13
#112 CCOC(=O)c1cc(C(C)=O)n2ccccc12
    7% | -16
#113 C=CCn1c(C)cc(C(=O)CSc2nc3ccccc3c(=O)[nH]2)c1C
    i | ·

An excerpt of these results, with one line to a screen:
41. CCCCOc1ccc(C(=O)OC(C)CN(C)C)cc1 (centres undefined)
42. O=c1oc2ccccc2n1CSc1nc2ccccc2s1
43. COC(=O)Cc1c(C)nc2nc(-c3ccc(C)cc3)[nH]n2c1=O
44. C/C(=N\Nc1ccc(C#N)cc1[N+](=O)[O-])c1ccc(O)cc1
45. CCOc1ccc(Br)cc1C(=O)N/N=C/c1c[nH]c2ccccc12
entry no.	41	42	43	44	45
Lipid storage S3	17%	13%	?	0%	13%
Lipid storage S3 cell count max	-14	-21	·	4	6
